thrombin 1536: thrombin (human) inhibition. P00734. alpha-thrombin, Boc-VPR-AMC fluorogenic substrate cleavage. inhibition, % at 5 µM. hit rate 0.26% among 220,000. AID 1046;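 active = inhibition at or above 40%; inactive = inhibition below 40%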;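 also: 0% = enzyme with no compound and 100% = wells without enzyme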
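signal = AMC fluorescence, 355/460 nm | material = human alpha-thrombin enzyme | control set = enzyme without compound as high, wells lacking enzyme as low | times = reaction at room temperature | read-out basis = percent inhibition scaled between no-compound controls and no-enzyme blanks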
Rad51 HR inh: blocks human Rad51 in homologous recombination. hRad51 DNA strand exchange, fluorescence dequenching. Q06609. inhibition, % at 10 µM. hit rate 0.085% among 200,000;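 active = inhibition above 40% at the single screening dose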;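 also: 0% = DMSO control wells and 100% = blanks with heterologous ssDNA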
Target sequence (Q06609 whole entry, looked up): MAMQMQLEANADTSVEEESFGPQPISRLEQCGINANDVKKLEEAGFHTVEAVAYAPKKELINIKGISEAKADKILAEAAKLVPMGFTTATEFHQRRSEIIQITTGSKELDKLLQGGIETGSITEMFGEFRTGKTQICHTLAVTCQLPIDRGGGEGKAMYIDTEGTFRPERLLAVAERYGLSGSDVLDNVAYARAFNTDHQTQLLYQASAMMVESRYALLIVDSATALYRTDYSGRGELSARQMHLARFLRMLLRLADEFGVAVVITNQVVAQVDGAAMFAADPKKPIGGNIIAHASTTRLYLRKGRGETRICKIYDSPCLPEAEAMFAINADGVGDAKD
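material = hRad51 filaments on single-stranded DNA | reagent = Donor/quencher-labelled 47-bp dsDNA substrate | compound = 10 µM final, single point | schedule = strand-exchange reaction 15 min at room temperature | measured by = fluorescein emission 520 nm, excitation 485 nm | read-out basis = % inhibition versus plate control and blank means | benchmarks = plate controls and plate blanks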
FXIa inh: blocks human coagulation factor XIa protease activity; inhibition, % at 5 µM; purified FXIa, Boc-Glu-Ala-Arg-AMC fluorogenic substrate; AID 798; hit rate 0.14% among 220,000; P03951;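 active = inhibition of at least 40%; inactive = inhibition below 40%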;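 also: fluorescence of freed AMC excited at 355 nm; 0% = enzyme without compound and 100% = no enzyme blank; many of its hits are not listed in these tables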
TNF death inh: inhibitors of TNF-alpha induced necroptosis in Jurkat FADD-/- cells. Jurkat FADD-/- TNF necroptosis rescue, ATP luminescence, 24 h; 0 = TNF only, 100 = no-TNF cells. activation (protection from cell death), % at 10 µM. hit rate 0.068% among 220,000. AID 463075;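 active = activation, meaning protection from cell death, of at least 50% relative to plate controls; inactive = activation below 50%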;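 also: necroptosis triggered by 40 ng/mL TNF-alpha added together with compound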
KCC2 mod: modulators of human KCC2 chloride dependent transport; KCC2 cells, thallium flux FluoZin-2 fluorescence; B-score of Tl+ flux slope (higher = more flux/activation; lower = inhibition) at 10 µM; hit rate 2.2% among 190,000;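 active = thallium flux slope and its plate-corrected score both differing from the plate sample mean at a set confidence after two filtering rounds, in either direction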;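 also: slope of fluorescence scaled to starting intensity during 10 to 20 s after thallium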
FXIIa inh: factor XIIa (human) inhibition | purified FXIIa, Boc-QGR-AMC fluorogenic substrate, 2 h | inhibition, % at 5 µM | hit rate 0.3% among 220,000; in the data active = inhibition above about 40%;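 also: 0% = enzyme with no compound and 100% = blank without enzyme; many of its hits are not listed in these tables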
Hck-Nef inh: human Hck-Nef kinase inhibition; AID 463187; Recombinant Hck-YEEI plus Nef, Z-Lyte FRET kinase assay; P08631; inhibition, % at 20 µM; hit rate 0.68% among 220,000;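 active = Hck-Nef kinase inhibition above about 50%, limit read from the data; inactive = inhibition below that limit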;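 also: 0% = DMSO with Hck plus Nef and 100% = Hck alone without Nef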
Target sequence (P08631 whole entry, looked up): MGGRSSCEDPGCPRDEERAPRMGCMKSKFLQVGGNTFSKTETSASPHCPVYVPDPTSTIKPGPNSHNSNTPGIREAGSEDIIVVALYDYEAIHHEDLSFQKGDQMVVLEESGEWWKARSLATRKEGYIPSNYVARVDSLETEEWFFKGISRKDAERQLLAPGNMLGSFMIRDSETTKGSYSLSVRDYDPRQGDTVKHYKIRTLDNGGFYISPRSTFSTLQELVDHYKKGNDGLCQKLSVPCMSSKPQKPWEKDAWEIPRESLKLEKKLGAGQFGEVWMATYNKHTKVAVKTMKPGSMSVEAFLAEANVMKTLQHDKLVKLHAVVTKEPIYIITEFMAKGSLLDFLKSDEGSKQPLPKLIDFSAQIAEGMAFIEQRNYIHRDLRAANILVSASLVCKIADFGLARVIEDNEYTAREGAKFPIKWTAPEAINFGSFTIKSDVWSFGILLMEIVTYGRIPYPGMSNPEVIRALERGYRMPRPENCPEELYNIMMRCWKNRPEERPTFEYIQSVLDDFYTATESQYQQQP
zVAD death inh: blocks zVAD induced death of L929 cells | L929 zVAD necroptosis rescue, ATP luminescence, 24 h; with zVAD 60 µM | viability rescue, % at 10 µM | hit rate 0.38% among 220,000 | AID 1377;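 active = activation, scaled between plate controls, above about 75%, limit read from the data; inactive = activation under that limit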;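 also: 0% = zVAD with DMSO and 100% = DMSO alone without zVAD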
KLK5 inh: blocks human kallikrein 5 protease activity; Q9Y337; recombinant hK5, fluorogenic AMC substrate cleavage; inhibition, % at 5 µM; hit rate 0.59% among 210,000;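 active = inhibition of 40% or more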;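 also: 0% = enzyme controls without compound and 100% = no-enzyme blanks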
* marks the source's active call; other numbers are inactive results; . = no result given. Not all compounds are listed. The share of hits here may be higher or lower than overall.

Under each structure – KLK5 inh	KCC2 mod	zVAD death inh	Rad51 HR inh	Hck-Nef inh	FXIa inh	TNF death inh	thrombin 1536	FXIIa inh
N#Cc1ccc2ccn(CC(=O)NC3CCCCCC3)c2c1
 : 0	.	0.5	9	-1	-1	3.7	2	5
Cc1nn(Cc2c(F)c(F)c(F)c(F)c2F)c(C)c1NC(=O)c1nn(C)cc1[N+](=O)[O-]
 : 0	-0.0012	0.7	-2	0	2	1.3	2	15
CC(=O)Nc1c(Cl)n(C(C)=O)c2ccccc12
 : -3	-0.39	0.0	-10	0	17	-0.9	-6	10
CCCN(CC(=O)Nc1ccc(C)cc1Br)CC(=O)Nc1ccc(F)c(F)c1F
 : -10	-0.087	1.0	8	3	0	2.2	-17	6
O=C(CSc1nnc(CNC(=O)c2ccco2)o1)c1ccccc1
 : 4	.	0.2	1	-2	5	1.5	1	10
O=c1cc(C(F)(F)F)[nH]c2ccc(OC(F)(F)F)cc12
 : -3	.	-0.1	11	10	1	-2.1	-2	7
COC(=O)c1ccccc1OS(=O)(=O)N(C)C
 : 4	0.052	-0.2	-2	1	-3	0.0	3	4
CCSc1nsc(SCC)c1C(N)=O
 : 13	.	1.1	-6	1	-6	-0.7	-2	-5
Cc1cc(C)nc(SCc2cc(=O)c(OC(=O)c3ccc(Cl)c([N+](=O)[O-])c3)co2)n1
 : -8	-2.2	0.4	1	-1	-3	-2.3	10	0
COc1ccc(-c2cc3cc(C(=O)O)ccn3c2C(=O)c2ccccc2)cc1
 : 4	-2.1	-0.3	1	-23	5	-0.5	5	13
CCCNC(=O)c1ccc(CN2CCOCC2)cc1
 : -3	0.55	1.1	33	7	0	0.3	5	6
Cc1c(-c2ccccn2)c(=O)[nH]n1-c1ccc(F)cc1
 : 4	1.7	5.3	10	-17	2	2.9	3	7
CCOC(=O)CNC(=O)Nc1cccc(Cl)c1C
 : -23	0.4	0.0	1	0	0	-0.2	3	10
O=C(COc1ccc2c(C(F)(F)F)cc(=O)oc2c1)NCc1cccs1
 : -10	-0.18	0.7	.	0	8	0.8	1	13
COCCn1c(CN2CCN(c3ccc(F)cc3)CC2)nc2c1c(=O)n(C)c(=O)n2C
 : 2	-0.51	0.9	-3	7	3	-2.2	3	9
COc1ccc(N2C(=O)[C@@H]3[C@H](C2=O)[C@H]2c4ccccc4C=CN2[C@@H]3C(C)=O)cc1
 : -9	-0.45	.	0	-4	5	1.0	-1	9
Cc1ccc(S(=O)(=O)Nc2c(C)n(C)n(-c3ccccc3)c2=O)cc1C(=O)NCc1ccccn1
 : -1	.	1.0	3	2	-2	1.8	-8	-4
CCc1cccc(CC)c1NC(=O)COC(=O)CC1c2ccccc2CCN1S(=O)(=O)c1ccc(F)cc1 (stereo not drawn)
 : -22	.	0.9	3	1	-5	4.2	-5	3
CCCc1cc(C(=O)Nc2cc(C)nn2-c2ccccc2)no1
 : -22	-1.9	1.3	-4	19	6	1.0	-6	12
CC(=O)c1nn(-c2ccccc2)cc1C(=O)c1ccc(Br)cc1
 : -8	0.35	.	24	4	-6	-0.3	-6	0
O=C(Nc1ccccc1Cl)c1ccccc1Cl
 : -6	0.65	0.0	-4	0	5	-0.6	3	13
CN(C)/C=C(\C=O)c1c(Cl)cccc1Cl
 : -6	0.4	-1.1	-11	15	-4	0.7	-5	5
COc1ccc(CN2C(=O)c3cccnc3C2Nc2ccc(C)cc2)cc1 (stereo not drawn)
 : 2	-0.15	0.3	-3	-5	-3	0.0	0	8
CCn1c(C(=O)NCc2ccccn2)cc2sccc21
 : 2	-0.38	5.6	-3	-1	4	0.7	7	20
CC(C)[C@H](Nc1ccc(C(F)(F)F)cc1[N+](=O)[O-])C(=O)O
 : 4	1.9	0.1	9	17	3	4.9	1	4
COc1ccc(CCNC(=O)c2ccc(N(C)S(=O)(=O)c3ccccc3)cc2)cc1
 : -2	-0.91	2.9	14	24	-1	2.5	0	8
Cc1cccc2cc(C#N)c(NCCNS(=O)(=O)c3ccccc3)nc12
 : 1	-0.077	7.3	1	22	-5	0.4	-9	3
Cc1ccccc1-c1ccc(=O)n(CC(=O)Nc2ccc(-n3cnnn3)cc2)n1
 : -1	1.4	-0.6	-1	24	0	1.4	1	11
Cc1cc2cc(C)c3nnc(SCC(=O)N4CCN(C(=O)c5ccco5)CC4)n3c2cc1C
 : .	-0.89	0.0	-2	1	.	-1.3	.	.
O=C1CC(N2CCN(c3nc4ccccc4s3)CC2)C(=O)N1c1ccc(F)cc1 (stereo not drawn)
 : -5	0.39	0.4	-3	1	-4	-2.6	2	8
CCCCNC(=O)c1ccc2c(OCC)n(CCCC)nc2c1
 : -17	0.017	1.0	3	0	-3	-2.7	0	8
Cc1occc1C(=O)Nc1ccc(S(=O)(=O)N2CCCC2)cc1
 : -6	0.024	0.3	1	2	1	1.8	-6	13
O=C(CNC(=O)c1ccncc1)N/N=C/c1cc(Br)ccc1O
 : -28	-0.018	0.7	5	4	7	0.0	-6	9
O=C(CC(=O)c1cccc([N+](=O)[O-])c1)Nc1ccccc1Cl
 : -2	0.4	2.1	35	16	-4	2.4	11	0
O=C(OC(C(=O)O)C(OC(=O)c1ccccc1)C(=O)NCc1ccccc1)c1ccccc1 (stereo not drawn)
 : -1	0.95	0.0	2	0	3	-1.5	1	14
CCC[N+](C)(C)C(C)C(OC(C)=O)c1ccccc1 (stereo not drawn)
 : 3	0.66	-0.4	.	-44	6	0.9	9	10
CC(=O)c1cccc(NC(=O)COC(=O)c2cccs2)c1
 : 14	-0.18	0.5	13	13	-1	0.2	-4	12
COc1ccc(N2C(=O)C3CCCN3C2c2cc(OC)c(OC)cc2OC)cc1 (stereo not drawn)
 : -20	.	1.5	4	3	-2	0.5	-2	6
Cc1c(Cl)c([N+](=O)[O-])nn1CC(=O)NCC(C)C
 : .	1.5	1.0	.	-4	-4	1.0	-9	2
COc1ccc(N2CCC(CNC(=O)Nc3ccccc3)C2)cc1 (stereo not drawn)
 : -6	-0.72	-0.3	4	-2	1	1.2	-2	8
Oc1ccccc1/C=N/n1c2ccccc2c2ccccc21
 : 33	.	0.1	-2	1	8	-1.1	7	17
CCN1C(=O)C(CC(=O)NC2CCCCC2)N(CC)C1=O (stereo not drawn)
 : -5	0.46	0.8	-11	2	-7	-1.6	-4	12
Clc1cccc(-c2ccnc3nc(-n4cccc4)nn23)c1
 : 4	-1.2	0.4	3	3	-1	-7.8	-13	-13
CCOC(=O)c1cccc(NC(=O)CCc2c(C)nc3ncnn3c2C)c1
 : -12	0.012	-0.1	-5	3	6	-1.9	5	14
CN(C)CCSc1nc(O)c(-c2ccccc2)c(=O)n1-c1ccccc1
 : -1	-0.31	0.4	-4	1	1	1.9	1	8

Record cards, as listed above:
N#Cc1ccc2ccn(CC(=O)NC3CCCCCC3)c2c1 in the list: KLK5 inh = 0; KCC2 mod = .; zVAD death inh = 0.5; Rad51 HR inh = 9; Hck-Nef inh = -1; FXIa inh = -1; TNF death inh = 3.7; thrombin 1536 = 2; FXIIa inh = 5
CCC[N+](C)(C)C(C)C(OC(C)=O)c1ccccc1 (stereo not drawn) in the list: KLK5 inh = 3; KCC2 mod = 0.66; zVAD death inh = -0.4; Rad51 HR inh = .; Hck-Nef inh = -44; FXIa inh = 6; TNF death inh = 0.9; thrombin 1536 = 9; FXIIa inh = 10

The results go on.
Under each structure – KLK5 inh	KCC2 mod	zVAD death inh	Rad51 HR inh	Hck-Nef inh	FXIa inh	TNF death inh	thrombin 1536	FXIIa inh
CCc1nnc(NC(=O)C2CCC2)s1
 : 6	.	1.5	-1	2	6	0.5	2	14
CC12CCC(C(=O)Nc3ccncc3)(CC1O)C2(C)C (stereo not drawn)
 : 0	0.69	0.4	.	16	-1	2.3	-6	13
Cc1ccc(-n2c(SCC(N)=O)nnc2-c2cnccn2)cc1
 : 2	-0.4	-0.1	.	22	7	2.4	-6	7
COCc1cc(C)nc2sc(C(=O)OC)c(N)c12
 : 0	-2.4	1.2	2	1	-1	-1.6	-5	3
O=C(Nc1ccc2nccnc2c1)c1ccco1
 : -21	0.036	1.7	8	9	-11	-1.0	-6	-5
CC(=O)Nc1ccc(S(=O)(=O)n2cnc(C)c2)cc1
 : -26	.	1.2	2	0	-7	0.9	-2	-2
CCC(=O)Nc1cc(-c2nn(CC(=O)N3CCCCC3)c(=O)c3ccccc23)ccc1N1CCOCC1
 : 11	.	0.2	4	0	-5	0.0	-5	-6
CCn1c(CSc2nc3ccccc3s2)nnc1SCC(N)=O
 : -9	0.055	-0.2	-3	1	-12	-0.9	-6	1
CCOC(=O)CSc1nc(C)cc(C)c1C(N)=O
 : -26	-0.66	1.9	6	-2	-4	0.0	5	8
CC1CCN(c2c(NCC3CCC(C(=O)NCCc4ccc(Cl)cc4)CC3)c(=O)c2=O)CC1 (stereo not drawn)
 : 2	-1.9	0.2	0	19	2	-3.4	0	11
CCOc1ccccc1NC1=C(Cl)C(=O)N(c2ccc(OC)cc2)C1=O
 : -7	-0.53	0.3	7	-2	5	0.7	0	6
CCN(Cc1ccccc1)C(=O)C1CCN(CC2CC=CCC2)CC1 (stereo not drawn)
 : -24	-0.17	-0.3	-1	2	-5	1.2	-8	2
CCOc1ccc(OCC(O)CNC2CCN(Cc3ccccc3)CC2)cc1 (stereo not drawn)
 : -3	0.46	29	2	2	3	-4.3	12	-1
C/C(CCN1CCCCc2nc(C)c(C)cc21)=N\O[C@@H](C)c1cn([C@H](CO)Cc2ccccc2)nn1
 : -11	-1	0.0	-1	1	6	0.9	2	19
COc1ccc(CCNC(=O)CN2CCN(S(=O)(=O)c3ccc(Cl)cc3)CC2)cc1OC
 : -11	.	0.8	7	-2	-2	1.2	3	12
CCOC(=O)N1CCC2(CC1)NCCc1c2[nH]c2ccccc12
 : 13	0.041	0.1	-12	0	7	2.8	6	12

From PubChem BioAssay
